APP 5'UTR act: activators of APP 5'UTR luciferase reporter, primary screen, SH-SY5Y cells. 190,000 compounds, 1% hits. activation, % at 2 µM. AID 1276, 2008. SH-SY5Y APP 5'UTR luciferase reporter, luminescence; zero percent = DMSO vehicle wells;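 active = activation above a set limit, based on mean plus 3 SD of controls, cut at about 140% in these data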; also: values of inactives mirror those of a sister screen read the other way
STAT1 activator: STAT1 signaling activators, primary screen, cell-based, HTS, luciferase reporter; NIH 3T3 STAT1-luciferase reporter, IFN-gamma, luminescence; 100% = IFN-gamma alone, no compound; activation (% of control), % at 5.5 µM; 200,000 compounds, 2.6% hits; AID 932, 2007;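 active = activation above the screen-wide mean activation plus 3 SD, cut at about 130% in these data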;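 also: raw ratio to IFN-gamma control signal so 100% means no change and 0% no light; values of inactives mirror those of a sister screen read the other way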
DTT redox prof: compounds producing H2O2 with reducing agent – biochemical, NIH compound library profiling, artefact control for MLSCN library redox annotation, primary screen. DTT-dependent redox cycling H2O2, phenol red/HRP absorbance; 100% = 100 µM peroxide control, 0% = buffer. activation, % at 10 µM. 200,000 compounds, 0.03% hits. AID 878, 2007;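 active = activation of at least 50% relative to the plate's high and low controls in the primary single-dose screen; inactive = activation below 50%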;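 also: compound incubated with DTT at 0.8 mM final as the reducing agent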
STAT1 inh: STAT1 signaling inhibitors, primary screen, cell-based, HTS, luciferase reporter. NIH 3T3 STAT1-luciferase reporter, IFN-gamma, luminescence. inhibition, % at 5.5 µM. 200,000 compounds, 0.35% hits;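 active = inhibition above a set limit, the mean inhibition across all tested compounds plus 3 SD, cut at about 34% in these data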;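 also: 0% = IFN-gamma with DMSO and 100% = IFN-gamma with 300 µM nifuroxazide; values of inactives mirror those of a sister screen read the other way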
STAT3 act: IL-6 driven STAT3 reporter potentiators, primary screen, U3A cells, luciferase, luminescence, MLSCN library | AID 871, 2007 | activation (% of control), % at 5.6 µM | IL-6 STAT3-luciferase reporter; 100% = signal with IL-6 EC80 alone | 190,000 compounds, 0.91% hits;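 active = activation above the screen-wide mean of compound activation plus 3 SD, cut at about 130% in these data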;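 also: 0% = background luminescence of wells with medium and substrate only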
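Material: STAT3-luciferase reporter U3A cells. Controls: IL-6-treated wells, 100% activation. Read-out: % activation versus median of IL-6-stimulated wells. Probe or stimulus: IL-6 stimulus at 33 ng/mL final. Timing: compound 1 h, then IL-6 6 h at 37 °C. Signal: reporter luminescence signal.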
Hsp70 act: Hsp70 transcriptional activators, primary screen, cell-based, HeLa, Hsp70 promoter luciferase, luminescence, 10 µM; activation, % at 10 µM; AID 1203, 2008; HeLa Hsp70 promoter luciferase reporter; scaled: vehicle 0, proteasome-inhibitor control 100%; 200,000 compounds, 0.04% hits;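 active = activation above the mean across all tested compounds plus 3 SD, cutoff set per campaign, cut at about 5.5% in these data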;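 also: 100% = MG132 at 30 µM as the positive control and 0% = DMSO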
NF-kB neuron act: activators of NF-kB expression in neurons, primary screen, cell-based, HTS; human neuronal cells, NF-kB reporter expression; hits give high values; fold change at 12.5 µM; 190,000 compounds, 1.6% hits; in the data active = fold change above about 3.3
TLR4-MyD88 BLA: inhibitors of TLR4-MyD88 association in cells, primary screen, cell-based, HeLa CL3-4, BLA complementation, FRET ratio. Toll-like receptor 4 (Homo sapiens) + Myeloid differentiation primary response protein …. HeLa CL3-4 TLR4/MyD88 BLA complementation. inhibition, % at 8.4 µM. 200,000 compounds, 0.18% hits. AID 861, 2007; in the data active = inhibition above about 25%;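 also: 0% = vehicle and 100% = reference inhibitor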
Target sequence (O00206 whole entry, looked up): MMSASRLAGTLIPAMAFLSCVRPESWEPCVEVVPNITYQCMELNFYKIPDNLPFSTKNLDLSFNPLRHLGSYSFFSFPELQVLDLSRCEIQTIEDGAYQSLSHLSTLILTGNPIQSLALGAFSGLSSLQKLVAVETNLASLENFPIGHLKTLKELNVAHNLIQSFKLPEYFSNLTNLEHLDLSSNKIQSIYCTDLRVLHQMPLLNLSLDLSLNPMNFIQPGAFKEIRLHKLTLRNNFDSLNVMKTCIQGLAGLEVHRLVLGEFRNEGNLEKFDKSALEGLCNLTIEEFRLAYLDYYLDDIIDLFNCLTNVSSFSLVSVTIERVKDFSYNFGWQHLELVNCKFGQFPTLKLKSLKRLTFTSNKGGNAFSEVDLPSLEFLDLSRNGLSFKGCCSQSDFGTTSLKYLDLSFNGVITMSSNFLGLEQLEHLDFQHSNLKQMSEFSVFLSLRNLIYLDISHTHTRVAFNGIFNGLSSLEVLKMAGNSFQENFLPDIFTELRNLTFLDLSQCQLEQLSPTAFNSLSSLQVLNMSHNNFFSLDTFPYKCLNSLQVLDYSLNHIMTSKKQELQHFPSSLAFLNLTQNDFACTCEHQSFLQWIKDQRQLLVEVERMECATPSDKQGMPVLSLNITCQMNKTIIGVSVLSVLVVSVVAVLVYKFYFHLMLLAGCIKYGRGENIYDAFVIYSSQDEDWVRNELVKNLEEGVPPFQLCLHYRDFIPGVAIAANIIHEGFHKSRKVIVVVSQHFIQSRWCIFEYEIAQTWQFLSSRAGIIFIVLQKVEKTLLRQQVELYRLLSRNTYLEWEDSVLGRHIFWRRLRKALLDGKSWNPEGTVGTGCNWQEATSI
Target sequence (Q99836 whole entry, looked up): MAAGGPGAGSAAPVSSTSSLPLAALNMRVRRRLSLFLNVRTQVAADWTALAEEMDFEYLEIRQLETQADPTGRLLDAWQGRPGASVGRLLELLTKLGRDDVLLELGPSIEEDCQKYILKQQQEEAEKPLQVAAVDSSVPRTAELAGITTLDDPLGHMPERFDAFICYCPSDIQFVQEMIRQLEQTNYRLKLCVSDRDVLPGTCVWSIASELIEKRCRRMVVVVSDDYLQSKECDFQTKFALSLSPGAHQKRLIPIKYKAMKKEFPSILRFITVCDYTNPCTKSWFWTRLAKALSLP
STAT3 inh: IL-6 driven STAT3 reporter inhibitors, primary screen, U3A cells, luciferase, luminescence, MLSCN library | inhibition, % at 5.5 µM | IL-6 STAT3-luciferase reporter; host cell line lacks STAT1 | 190,000 compounds, 0.89% hits;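 active = inhibition above the mean inhibition across all screened compounds plus 3 SD, cut at about 44% in these data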;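 also: 0% = DMSO only wells and 100% = 100 µM nifuroxazide control wells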
HMGR II inh: inhibitors of E. faecalis class II HMGR, primary screen, biochemical, Enterococcus faecalis | HMG-CoA reductase (Enterococcus faecalis, mvaE) | purified E. faecalis HMGR, NADPH absorbance 340 nm kinetic | inhibition, % at 10 µM | 190,000 compounds, 0.41% hits | AID 1066, 2008;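 active = inhibition above a set limit, the median over all tested compounds plus 3 SD, cut at about 9.5% in these data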;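 also: enzyme runs in reverse so mevalonate oxidation gives rising NADPH absorbance; 0% = complete reaction with DMSO and 100% = background rate lacking mevalonate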
* = called active by the depositor; x = no result given.

SMILES	APP 5'UTR act	STAT1 activator	DTT redox prof	STAT1 inh	STAT3 act	Hsp70 act	NF-kB neuron act	TLR4-MyD88 BLA	STAT3 inh	HMGR II inh
Cc1cc(C)nc(Sc2c(F)c(F)c(C(F)(F)F)c(F)c2F)n1	14	102	-2.3	-2	97	-0.4	1.3	5	11	-3
O=C(O)c1cccnc1-c1ncccc1C(=O)O	2	102	-0.6	-2	99	-0.1	1.2	5	6	-2
COc1ccc(NC(=O)Nc2ccccc2C(N)=O)cc1OC	3	98	-3.6	2	95	0.2	1.6	-3	6	-3
O=C(c1ccc(S(=O)(=O)N2CCCCC2)cc1)N1CCc2ccccc2C1	16	96	0.1	2	96	-0.3	0.81	7	8	-2
CCCCCN1N=C(C)CC1=O	22	99	-1.1	1	99	0.4	1.3	6	12	-3
COc1ccccc1CN(C)CC(=O)NC1CCCc2ccccc21 (configuration not stated)	3	97	-0.4	1	103	0.1	1.4	5	3	4
CC1Cc2ccccc2N1C(=S)Nc1ccc(S(N)(=O)=O)cc1 (configuration not stated)	8	98	0.5	3	103	0.0	1	-10	-7	-2
CCCCNC(=O)CCn1c(=O)c2ccccc2n(Cc2cc(C)ccc2C)c1=O	4	99	0.2	1	100	-0.4	1.3	-18	-3	0
Cc1ccc(CN(C(=O)c2cc(=O)c3cc(Cl)c(C)cc3o2)C2CCS(=O)(=O)C2)cc1 (configuration not stated)	-3	98	-1.5	3	96	-0.2	1	8	7	-3
Cn1c(N2CCOCC2)nc(-c2ccccc2)c1-c1ccccc1	12	102	0.3	-2	102	0.1	1	-1	3	-3
COC(=O)c1ccccc1NC(=O)CSc1nc(-c2ccco2)cc(C(F)(F)F)n1	-73	106	-2.4	-5	104	-0.2	2	4	2	-5
Cc1c2cnn(CC(=O)O)c(=O)c2c(C)n1Cc1ccccc1	5	102	-2.2	-2	103	-0.4	1.1	-3	1	-7
CCOC(=O)CSc1nc2ccccc2c(=O)n1CCN1CCOCC1	7	101	3.5	-2	100	-0.1	1.2	-3	5	-4
CCOC(=O)c1c(-c2ccc(C)o2)csc1NC(=S)NC(=O)c1ccc(F)cc1	0	104	0.2	-4	103	-0.4	1.4	2	-3	-1
O=C(Nc1nc(-c2cccnc2)cs1)c1ccccc1F	62	141*	-1.6	-46	99	0.2	1.7	-6	4	2
O=C(CCC1CCCCC1)Nc1ncn[nH]1	5	99	2.9	1	104	-0.6	1.1	-1	-1	2
CCC(C)(C)n1nnnc1C(c1cc2cc(OC)ccc2[nH]c1=O)N1CCc2ccccc21 (configuration not stated)	4	105	-2.6	-5	105	-0.3	0.73	-4	-2	0
CCc1ccc(NC(=O)C(=O)N/N=C(\C)CC(=O)NCc2ccc(Cl)cc2)cc1	-7	105	6.5	-7	101	-0.3	1.3	-19	4	-6
COc1ccc(N2CCN(c3ccc([N+](=O)[O-])cc3Cl)CC2)cc1	-6	106	2.5	-7	96	-0.1	0.93	-1	6	2
CC(=O)N1N=C(c2ccncc2)CC1c1ccccc1O (configuration not stated)	-7	105	0.9	-7	91	0.1	1.3	-2	12	-8
COc1ccc(CCNC(=O)C2CCCCC2C(=O)O)cc1OC (configuration not stated)	-10	88	2.5	13	103	0.3	1.2	7	1	-4
Nc1cc(N)nc(SCCOc2ccccc2)n1	31	116	-0.2	-18	93	0.3	1.7	-3	9	2
COc1cccc(C(=O)COc2ccccc2N2C(=O)C3C4C=CC(C4)C3C2=O)c1 (configuration not stated)	-7	98	0.4	2	101	0.1	1.3	2	1	-4
Cc1ccc(N2CCN(C3=NC(=O)/C(=C\c4cn[nH]c4-c4ccccc4)S3)CC2)cc1	8	103	-0.1	-3	96	-0.2	0.87	-2	6	-2
Cc1ccc(Cl)cc1N1CCN(C(=O)Cc2c(C(=O)O)[nH]c3ccc(Cl)cc23)CC1	-1	114	-3.0	-18	104	-0.3	1.4	-27	-3	1
Cc1cc(C)c2c(c1)/C(=C/C(=O)c1ccc(Br)s1)C(=O)N2	x	97	-0.2	-1	93	-0.1	1.4	0	8	-3
CC(C)OC(=O)c1c(N)n(CCCN2CCOCC2)c2nc3ccccc3nc12	7	99	0.4	1	99	-0.4	0.74	14	9	1
COc1ccc(Nc2c3c(nc4ccccc24)CCCC3)cc1OC	4	84	-0.6	17	101	-0.1	1.2	10	11	2
Cc1nnc(SCC(=O)NNC(=O)C(C)C)[nH]c1=O	-5	102	-0.6	-2	102	-0.6	1.3	6	-2	-1
CN(C)c1ccc(C(C#N)c2ccccc2)nn1 (configuration not stated)	11	105	-1.6	-6	106	-0.1	1.3	3	-5	1
COc1ccc(CCNC(=O)CSc2nc3[nH]ncc3c(=O)n2-c2ccc(Cl)cc2Cl)cc1OC	-4	96	-0.5	3	106	-0.3	0.93	-6	-6	-3
CC(=O)c1ccc(NC(=O)CSC(C)C)cc1	0	101	2.4	-1	109	0.2	1.7	10	-8	0
O=c1[nH]c(=O)n(Cc2ccco2)c2c1C(C(F)(F)F)(C(F)(F)F)N=C(CCC1CCCCC1)N2	7	96	2.2	5	110	-0.2	0.53	-3	-7	1
O=C(Nc1ccccc1)NC1(C(=O)N2CCN(C(=O)c3ccco3)CC2)CCCCC1	3	97	-0.2	4	105	-0.1	1.5	-2	-5	-3
NNC(=O)CSc1ncc(-c2ccccc2)[nH]1	12	118	-0.2	-22	112	-0.1	1.2	1	-4	3
O=C(O)c1cc2cccc(S(=O)(=O)N3CCOCC3)c2cc1O	-6	99	1.5	1	106	-0.4	1.1	1	-4	-2
COc1cccc(NC(=O)C(C#N)Cc2ccncc2)c1 (configuration not stated)	19	101	-1.3	-2	107	-0.4	1.4	-17	-5	-7
O=C(Nc1ccccc1)N(Cc1cccs1)C1CCCC1	0	99	2.0	1	104	-0.4	1.2	12	0	-3
CC(=O)Nc1ccccc1NC(=O)C/C(C)=N/NC(=O)c1ccc([N+](=O)[O-])c(Cl)c1	32	103	-0.3	-3	104	0.0	1.1	6	-7	-1
CNC(=O)COC(=O)/C=C/c1ccc(F)cc1	-19	102	-0.3	-3	96	-0.2	0.96	-1	10	-4
COc1cc(C2NC(=O)NC(c3ccccc3)=C2C(C)=O)ccc1OCC(=O)O (configuration not stated)	6	95	2.7	5	108	-0.3	1.1	-7	-7	-1
CCOC(=O)c1c(NC(=O)CSc2nc3cccnc3n2C)sc(C(C)=O)c1C	-5	96	0.1	5	103	-0.2	0.85	-9	2	-1
CCN(CC)CCCn1c(C)cc2c(c1=O)C(c1cc(OC)c(OC)cc1OC)C(C#N)=C(N)O2 (configuration not stated)	-4	94	2.5	7	93	-0.2	1.3	-5	11	-6
Cc1nnc(SCC(=O)N2CCCC2)n(N)c1=O	-6	100	0.0	0	100	-0.2	1.1	10	4	10*
Cc1[nH]n2c(=O)c3c(nc2c1-c1ccc(F)cc1)CCCC3	-5	99	-1.2	-1	97	0.0	1.3	-2	8	-9
CCOC(=O)c1cc(-c2cccnc2)nn1-c1ccccc1C	6	99	0.0	0	94	0.0	1.1	7	8	9
C=CCc1ccccc1OCCNCc1ccccc1	-5	90	-1.0	9	90	-0.2	0.99	-2	17	-3
O=C(O)c1cccc(NCc2cccnc2)c1	-10	96	-0.1	4	104	-0.3	1.4	-3	2	-3
O=C(O)c1ccccc1C(=O)c1ccc2c(c1)N(Cc1ccc(Cl)c(Cl)c1)C(=O)CO2	11	96	-1.3	4	96	0.0	1.5	-4	13	-6
CC(C)Nc1nc(C#N)nc(NC(C)C)n1	6	92	2.3	8	104	0.0	1.3	7	-3	0
CC(C)c1ccc(NC(=O)Cc2cn(C)c3ccccc23)cc1	14	100	-0.4	-3	121	0.2	1.3	15	-17	-11
Cc1ccc(S(=O)(=O)N2CCC(=O)N(C(COCc3ccccc3)C(C)C)CC2)cc1 (configuration not stated)	7	95	0.6	6	104	-0.2	0.85	-5	-7	-4
CN1CCN(c2ccc([N+](=O)[O-])c(Sc3nc4ccccc4[nH]3)c2)CC1	-9	93	-4.5	8	137*	-0.3	1.5	-14	-35	-5
COc1ccccc1NC(=O)C12CCC(C)(C(=O)C1)C2(C)C (configuration not stated)	6	100	0.3	-3	107	-0.1	1	-4	-4	2
O=C(N1CCCC1)C12CC3CCC(CC(C3)C1)C2	-19	100	-0.1	-1	100	-0.1	1.2	11	5	1
Cc1cccc(CC(C)NC(=O)CCc2nnc(-c3ccccc3)o2)n1 (configuration not stated)	-1	111	-0.9	-14	107	0.1	1.4	6	-6	-2
Cc1ccc(S(=O)(=O)Nc2cccc(Cl)c2)cc1NC(=O)c1cccnc1	0	87	-2.4	13	89	0.3	0.97	-11	16	-1
Cc1ccnc(NC(=O)c2cccc([N+](=O)[O-])c2C)c1	15	106	0.4	-7	99	-0.1	1.5	16	6	-1
Cc1cccc(C)c1NC(=O)CN1N=NC2C(=O)N(c3cccc(Cl)c3)C(=O)C21 (configuration not stated)	1	96	0.1	4	93	-0.2	1	-28	6	0
Cc1cnc(C(=O)Nc2cccc(S(=O)(=O)N(C)C)c2)cn1	42	96	0.0	5	99	-0.2	1	8	1	-8
(cont.)
SMILES	APP 5'UTR act	STAT1 activator	DTT redox prof	STAT1 inh	STAT3 act	Hsp70 act	NF-kB neuron act	TLR4-MyD88 BLA	STAT3 inh	HMGR II inh
O=C1c2ccccc2C(=O)N1Cc1ccccn1	2	105	-0.8	-5	102	0.3	1.3	3	-1	-5
COc1ccccc1NC(=O)CCC(=O)OCc1ccc([N+](=O)[O-])cc1	12	89	-1.4	10	97	0.8	1.1	6	8	8
CCCc1nc(SCC(=O)c2ccc(OC)cc2)c2ccccc2n1	29	99	-0.7	-1	89	-0.3	0.84	-2	19	4
O=C(O)c1c(-c2ccccc2)c(-c2ccccc2)nc2ccccc12	-4	103	0.4	-7	101	0.5	1.1	-4	4	-2
CCOC(=O)N1CCN(C(=O)c2cccn3c(=O)c4sccc4nc23)CC1	-4	100	0.5	0	104	-0.2	0.88	-4	-2	3
CN(C)C(=S)Nc1ccc([N+](=O)[O-])cc1	4	95	-0.1	6	97	-0.4	0.98	2	8	-5

One compound at a time, as listed above:
COc1ccccc1NC(=O)CCC(=O)OCc1ccc([N+](=O)[O-])cc1 across the screens: APP 5'UTR act = 12; STAT1 activator = 89; DTT redox prof = -1.4; STAT1 inh = 10; STAT3 act = 97; Hsp70 act = 0.8; NF-kB neuron act = 1.1; TLR4-MyD88 BLA = 6; STAT3 inh = 8; HMGR II inh = 8
CN(C)C(=S)Nc1ccc([N+](=O)[O-])cc1 across the screens: APP 5'UTR act = 4; STAT1 activator = 95; DTT redox prof = -0.1; STAT1 inh = 6; STAT3 act = 97; Hsp70 act = -0.4; NF-kB neuron act = 0.98; TLR4-MyD88 BLA = 2; STAT3 inh = 8; HMGR II inh = -5

Compound activity deposited in PubChem by several laboratories.
